HSF1 activator: increases HSF-1 driven luciferase reporter signal; activation, % at 9 µM; NIH3T3-HGL HSF-1 luciferase reporter, MG132, 8 h; 100% = twice DMSO control signal; AID 504408; actives 1.7% (n = 300,000);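 active means mean replicate activation of at least 50% with a set share of replicates each reaching 50%; inconclusive means only one of those two conditions met; inactive means mean below 50% and too few replicates reaching it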;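 further: 0% = median of the neutral control wells and 100% = twice that signal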
HSF1 inh: HSF1 inhibition; NIH3T3-HGL HSE-luciferase, MG132-induced, luminescence 8 h; hits give low values; activity change, negative = inhibition, % at 7.5 µM (by protocol); actives 0.77% (n = 300,000);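 active means more than half of replicate wells show activity change below -50%, luminescence cut by over half; inconclusive means some wells, but at most half, below -50%; inactive means no replicate well below -50%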;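 further: luciferase reports HSF-1 transcriptional activity via heat shock element; 0% = median of DMSO wells and -100% = zero luminescence signal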
GSK3 alpha inh: inhibitors of human GSK-3 alpha kinase | P49840 | ADP-Glo luminescence, 60 min | inhibition, % at 10 µM | actives 0.1% (n = 320,000) | AID 2650;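 in the data active means inhibition above about 50%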;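 further: GST-tagged GSK-3 alpha with peptide substrate and 25 µM ATP; 0% = DMSO neutral wells and 100% = GW8510 positive control wells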
Target sequence (P49840 whole entry, looked up): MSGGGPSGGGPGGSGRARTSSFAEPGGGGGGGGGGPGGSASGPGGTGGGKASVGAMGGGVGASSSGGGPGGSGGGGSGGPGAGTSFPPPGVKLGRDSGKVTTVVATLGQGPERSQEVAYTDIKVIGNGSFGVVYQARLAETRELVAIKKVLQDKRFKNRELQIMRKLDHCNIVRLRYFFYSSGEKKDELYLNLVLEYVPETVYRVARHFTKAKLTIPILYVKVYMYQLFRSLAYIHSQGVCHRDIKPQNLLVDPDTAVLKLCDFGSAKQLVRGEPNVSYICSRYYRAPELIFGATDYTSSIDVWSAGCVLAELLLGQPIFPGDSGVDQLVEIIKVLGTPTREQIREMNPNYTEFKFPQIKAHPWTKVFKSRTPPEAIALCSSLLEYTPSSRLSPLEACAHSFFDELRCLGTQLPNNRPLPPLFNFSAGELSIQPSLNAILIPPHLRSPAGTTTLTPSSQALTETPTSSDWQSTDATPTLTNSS
GSK3beta inhib: blocks human GSK3beta kinase activity; P49841; GST-GSK3beta kinase, ADP-Glo luminescence, 60 min; hits give low values; activity score (negative = inhibition), % at 10 µM; actives 0.038% (n = 300,000); AID 2097;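 active means more than half of replicate wells score below -50%, meaning over 50% inhibition versus plate controls; inconclusive means some replicates but at most half score below -50%; inactive means no replicate scores below -50%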;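 further: 0% = median DMSO wells and -100% = median GW8510 positive control wells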
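Test system: GST-fused GSK3beta enzyme, cell-free | Quantity: 1.6 ng GST-GSK3beta enzyme per well | Reagent: 25 µM ATP with peptide substrate | Schedule: 60 min enzyme reaction, room temperature | Signal: Luminescent ADP-Glo measurement of ADP formed | Read-out basis: Score relative to plate controls | Control set: DMSO and 20 µM GW8510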
Platelet DG rel: platelet dense granule release activity; human platelet-rich plasma, SFLLRN dense granule ATP release, luminescence; inhibition, %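 (compounds screened at 7.5 µM in platelet-rich plasma)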; actives 0.22% (n = 300,000);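 active means mean replicate score, as percent of positive control, at or above 50; inconclusive means mean below 50 but at least one replicate at or above 50; inactive means mean and every replicate below 50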
AI-2 QS modul: Vibrio harveyi AI-2 quorum sensing modulation. actives 0.4% (n = 300,000). activity change, % at 7.5 µM. Vibrio harveyi JMH597 AI-2 luminescence/OD600 ratio, 9 h; hits give low values; strain lacks LuxN and CqsS sensors; 0 = neutral-control median; in the data active means activity change below about -75%, passing the limit was not always enough; inconclusive means no clear call, values can overlap the other calls;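 further: luminescence divided by OD600 gain over 9 h not by final OD600 alone; inactives centre near 13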
HDAC3 inh: inhibitors of human histone deacetylase 3 | O15379 | actives 0.15% (n = 320,000) | inhibition, % at 8.3 µM | recombinant HDAC3, fluorogenic peptide/trypsin coupled, fluorescence; in the data active means inhibition above about 26%, passing the limit was not always enough; inconclusive means no clear call, values can overlap the other calls
Target sequence (O15379 whole entry, looked up): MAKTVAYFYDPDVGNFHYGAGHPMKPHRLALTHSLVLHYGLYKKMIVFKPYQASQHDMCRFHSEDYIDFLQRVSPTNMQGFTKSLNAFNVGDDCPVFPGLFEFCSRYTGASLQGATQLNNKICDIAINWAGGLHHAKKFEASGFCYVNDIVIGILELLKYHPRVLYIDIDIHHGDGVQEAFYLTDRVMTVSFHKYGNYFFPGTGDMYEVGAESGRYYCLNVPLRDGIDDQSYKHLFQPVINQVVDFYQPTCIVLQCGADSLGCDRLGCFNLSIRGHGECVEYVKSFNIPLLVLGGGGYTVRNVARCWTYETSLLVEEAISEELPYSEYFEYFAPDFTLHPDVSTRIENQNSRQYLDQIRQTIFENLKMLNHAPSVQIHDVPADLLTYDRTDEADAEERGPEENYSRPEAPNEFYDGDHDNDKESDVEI
HSP90 inh: HSP90 refolding inhibition in rabbit reticulocyte lysate; actives 0.91% (n = 290,000); luciferase refolding luminescence, 3 h; inhibition, % at 5.6 µM;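 active means inhibition above the screen-wide mean plus 3 SD, computed separately per campaign, cut at about 16% in these data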;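 further: 0% = DMSO wells and 100% = 60 µM geldanamycin wells; inhibitors lower the luminescence because luciferase stays unfolded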
PolyA inh: yeast polyadenylation inhibition; actives 0.02% (n = 300,000); AID 1875; S. cerevisiae SKY197-pL101 polyadenylation reporter, beta-gal luminescence; efflux-impaired pdr1/pdr3 knockout yeast; score 100 = 6 SD above DMSO; calls only at 12 µM;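 active means lowest replicate activity score at least 50, where 100 means six control SD above control mean; inconclusive means lowest score under 50 but half or more replicates reach 50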;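 further: yeast exposed to compound for 9 h at 30 °C; higher score means more reporter readthrough which indicates perturbed polyadenylation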
DYRK1A inh: inhibitors of rat Dyrk1A kinase; Q63470; ADP-Glo luminescence, NFATc1 peptide; inhibition, % at 12.5 µM; actives 0.43% (n = 310,000); AID 504441; in the data active means inhibition above about 50%;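 further: plate controls were vehicle with enzyme for no effect and no enzyme for full effect; many of its hits are not listed in these tables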
An asterisk follows results filed as active; i = inactive; ? = inconclusive; nt = no result given.

Values run as follows: HSF1 activator	GSK3 alpha inh	Platelet DG rel	HSP90 inh	GSK3beta inhib	DYRK1A inh	HSF1 inh	HDAC3 inh	AI-2 QS modul	PolyA inh
1	CCCCOc1ccc(NC(=O)CSc2cccc3cccnc23)cc1
    -11	0	-5	-2	-4	1	-6	8	10	i
2	CC(C)(Oc1ccc(Cl)cc1)C(=O)N1CCC(C(N)=O)CC1
    -4	-2	-1	-2	-4	1	-8	-4	26	i
3	Cc1c(NC2=C(Cl)C(=O)N(c3ccccc3Cl)C2=O)c(=O)n(-c2ccccc2)n1C
    12	3	1	5	-1	-2	5	1	18	i
4	CN(Cc1ccon1)C(=O)c1ccc2nc(Cc3cccc(Cl)c3)oc2c1
    19	-2	-1	0	2	-2	3	-3	nt	i
5	CC(=O)Nc1ccccc1NC(=O)c1ccccc1
    -3	-2	9	3	4	-3	-5	0	21	i
6	N#Cc1cc(Cl)c(NCC2CCCO2)cc1C#N (stereo not drawn)
    89*	16	-3	4	nt	3	49	1	nt	i
7	CCN(C(=O)CSc1nnc(COc2cccc(C)c2)o1)c1nc(C)cs1
    -5	-1	-2	2	0	-1	1	2	10	i
8	Cc1noc(C)c1C(=O)N1CCOCC1
    -4	-3	6	-1	0	-2	0	-4	1	i
9	O=C(Nc1nc2ccccc2n1Cc1ccc(Cl)cc1)c1ccco1
    29	0	0	1	-2	10	9	-3	21	i
10	Cc1nn(-c2ccccc2)c2c1C(c1ccc([N+](=O)[O-])cc1)C(C#N)=C(N)O2 (stereo not drawn)
    47	-1	-3	5	-1	nt	18	1	18	i
11	COc1ccc(C(C)=O)cc1COc1ccccc1[N+](=O)[O-]
    -6	-1	1	-1	1	-1	1	0	17	i
12	OCCN(CCO)CC(O)COCCC12CC3CC(CC(C3)C1)C2 (stereo not drawn)
    -6	1	2	-1	3	0	-8	8	23	i
13	CC(C)c1ccc(N(CC(=O)NC2CCCCC2)C(=O)CNC(=O)c2ccco2)cc1
    -4	0	5	0	3	-8	-6	-5	-4	i
14	Clc1ccc(NC2(c3nnnn3C3CCCCC3)CCCCC2)cc1
    4	-3	7	-2	0	4	12	1	12	i
15	CCOC(=O)C1=C(COC(=O)CNC(=O)c2cccc(C)c2)NC(=O)NC1C (stereo not drawn)
    -17	0	0	nt	5	10	-3	-8	20	i
16	O=[N+]([O-])c1ccc(N2CCN(C(=S)Nc3ccccc3)CC2)cc1
    -7	nt	-1	-1	2	0	-3	3	7	i
17	Cc1nc2sc3c(c2c(=O)n1N)CCC3
    -5	-2	0	0	-2	2	-5	0	8	i
18	O=C(CSc1nnc(CNc2ccccc2)o1)N1CCc2ccccc21
    6	1	-14	-3	-2	-5	0	-4	1	i
19	CCN(CC(=O)NCc1cccnc1)S(=O)(=O)c1ccc(OC)cc1
    5	-1	21	1	0	-1	1	4	5	i
20	O=C(O)c1cc(S(=O)(=O)NC23CC4CC(CC(C4)C2)C3)ccc1Cl
    -8	-1	13	-2	1	4	-3	-1	15	i
21	CCc1nccn1C(=O)c1cnn2c(C(F)F)cc(-c3ccccc3)nc12
    -91	1	8	0	1	nt	-88*	-4	6	i
22	CCOC(=O)c1sc(NC(=O)CSc2ncccn2)nc1C
    -8	2	-9	-3	2	nt	4	6	-9	i
23	C/C=C/c1ccc(OCCCNC)c(OC)c1
    -5	4	-1	-2	-3	2	-2	4	6	i
24	COc1ccc(-c2noc(COc3ccccc3OC)n2)cc1OC
    26	2	-16	-5	1	0	11	2	11	i
25	CCC(=O)Nc1cccc(NC(=O)c2cccc([N+](=O)[O-])c2C)c1
    9	nt	6	0	1	-9	-1	0	26	i
26	Cc1cc(O)c(C(C)C)cc1N=Cc1cc([N+](=O)[O-])ccc1O
    18	0	-17	4	1	0	3	6	3	i
27	CCc1ccc(CNCCSc2nnnn2C)cc1
    14	1	-1	1	0	1	-2	-8	22	i
28	COc1cccc(CN2CCNC(=O)C2CC(=O)NCc2cn3cccc(C)c3n2)c1OC (stereo not drawn)
    20	1	-4	-5	1	4	-6	1	19	i
29	N#CC1=C(N)SC(N)=C(C#N)C1c1cccc(Oc2ccccc2)c1
    17	-3	-6	2	-4	9	10	4	18	i
30	O=c1/c(=C/c2ccccn2)sc2nc3ccccc3n12
    8	nt	26	-3	-5	9	1	nt	26	i

Pulled by compound from the entries so far, 4 records:
Values run as follows: HSF1 activator	GSK3 alpha inh	Platelet DG rel	HSP90 inh	GSK3beta inhib	DYRK1A inh	HSF1 inh	HDAC3 inh	AI-2 QS modul	PolyA inh
5	CC(=O)Nc1ccccc1NC(=O)c1ccccc1
    -3	-2	9	3	4	-3	-5	0	21	i
19	CCN(CC(=O)NCc1cccnc1)S(=O)(=O)c1ccc(OC)cc1
    5	-1	21	1	0	-1	1	4	5	i
3	Cc1c(NC2=C(Cl)C(=O)N(c3ccccc3Cl)C2=O)c(=O)n(-c2ccccc2)n1C
    12	3	1	5	-1	-2	5	1	18	i
28	COc1cccc(CN2CCNC(=O)C2CC(=O)NCc2cn3cccc(C)c3n2)c1OC (stereo not drawn)
    20	1	-4	-5	1	4	-6	1	19	i

New compounds follow:
Values run as follows: HSF1 activator	GSK3 alpha inh	Platelet DG rel	HSP90 inh	GSK3beta inhib	DYRK1A inh	HSF1 inh	HDAC3 inh	AI-2 QS modul	PolyA inh
31	Cc1cccc(NC(=O)CC2Nc3cccc4cccc(c34)NC2=O)c1 (stereo not drawn)
    13	-1	9	7	3	5	3	7	-1	i
32	Cc1cc(C)c(C#N)c(N2CCOCC2)n1
    30	-3	-7	0	-5	4	-1	-8	12	i
33	CCCCn1cc([N+](=O)[O-])nc1C
    -5	-3	-1	1	-1	-8	-7	4	7	i
34	CN1CCN(C(=O)c2ccccc2NC(=O)C(C)(C)C)CC1
    1	-2	-4	0	-4	0	0	-2	1	i
35	CCOC(=O)c1cn(Cc2ccccc2)c(C(=O)OC(C)(C)C)c1O
    17	-2	0	nt	1	1	3	15	9	i
36	COc1ccccc1Nc1nc(C2(C)CCC(=O)O2)cs1 (stereo not drawn)
    8	0	-15	-5	-1	1	3	3	4	i
37	Cc1cc(NC(=O)c2ccc(N3CCCC3)c([N+](=O)[O-])c2)no1
    7	-1	2	6	-5	3	-5	11	24	i
38	CCCCCCC(=O)Nc1nc(C)c(-c2csc(Nc3cccc(OC)c3)n2)s1
    -13	0	3	0	0	8	0	-7	15	i
39	CCc1c(C#N)sc(C(N)=O)c1CC
    -6	-1	-2	-2	-3	0	-15	-1	1	i
40	Nc1ccc(S(=O)(=O)N2CCc3ccccc32)cc1
    8	-6	0	-1	-2	-5	1	-6	5	i
41	Cc1cccc(N(C(=O)c2snc(C(N)=O)c2N)C(C(=O)NCC2CCCO2)c2ccc(N(C)C)cc2)c1C (stereo not drawn)
    -11	0	20	-2	0	0	-6	-2	20	i
42	COc1ccc(N2CCN(C(=O)CSc3nnc4ncccn34)CC2)cc1
    27	0	-22	4	0	6	-2	-3	26	i
43	CCc1ccc(-c2cc(C(=O)N3N=C(C(F)F)CC3(O)C(F)F)c3ccccc3n2)cc1 (stereo not drawn)
    38	-1	-5	-3	-22	7	28	21	38	i
44	COc1ccc2[nH]c3c(=O)n(CCCN4CCOCC4)cnc3c2c1
    -70	-2	2	1	1	9	-63*	-37	10	i
45	CCC(C)C(=O)Nc1nc(C)c(-c2csc(Nc3cc(Cl)ccc3OC)n2)s1 (stereo not drawn)
    4	0	-2	3	1	4	-1	7	8	i
46	N#Cc1ccccc1Oc1ccc(S(=O)(=O)N2CCCCC2)cn1
    6	0	-9	nt	nt	0	0	-4	nt	i
47	C/C(=N/NC(=O)CNc1ccc(C)cc1)c1ccc(Br)s1
    1	0	19	2	0	1	1	0	2	i
48	Cc1ccc(SCCC(=O)Nc2ccccc2C(=O)N2CCOCC2)cc1
    6	-2	0	1	2	-1	2	1	26	i
49	O=S(=O)(c1ccc(Cl)cc1)N1CCC(N2CCOCC2)CC1
    -7	2	2	3	-4	-5	-6	2	18	i
50	Cc1ccc(S(=O)(=O)/N=C(/c2ccccc2)N2CCOCC2)cc1
    -3	-3	-3	-1	0	-3	-7	0	25	i
51	C=CCn1c(SCc2ccc(Cl)c(Cl)c2)nnc1C(CO)NC(=O)c1ccc(OC)cc1 (stereo not drawn)
    37	1	0	-4	1	4	14	12	13	i
52	Cc1nnc2n(Cc3ccccc3)c(=O)c3c4c(sc3n12)COC(C(C)C)C4 (stereo not drawn)
    4	-1	?	3	-1	5	1	-3	39	nt
53	O=C(NCCc1nc2ccccc2[nH]1)/C(=C/c1ccc2c(c1)OCO2)NC(=O)c1ccccc1Cl
    -2	1	4	3	-5	17	-4	4	12	i
54	COc1cc(OC)cc(C(=O)NNc2nc3cc4c(cc3s2)OCO4)c1
    23	0	11	-5	1	2	18	-3	-18	i
55	COc1cccc(/C=N/Nc2ncnc(Cl)c2N)c1O
    18	1	0	2	-1	0	-4	?	-82*	i
56	COc1ccc(NC(=O)Nc2nnc(-c3cccs3)s2)cc1
    23	-3	1	-2	0	-3	13	2	9	i
57	CC(C)NC(=O)C1CCN(C2CCN(C(=O)c3ccc4cccc(F)c4n3)CC2)CC1
    13	-2	-1	8	2	-2	2	nt	21	i
58	CSc1nnc(CNS(=O)(=O)c2ccc(Br)cc2)n1C
    -18	1	0	-6	-2	-1	-13	?	5	i
59	O=C(Nc1ncccc1O)c1ccc(S(=O)(=O)Nc2ccccc2)cc1
    -21	0	6	nt	0	14	-18	nt	9	i
60	Cc1[nH][nH]c(=O)c1C(c1ccc(-c2ccccc2C(=O)O)o1)c1c(C)[nH][nH]c1=O
    20	-1	2	13	0	-3	3	0	32	i

Among those listed so far, these contain an NH in an aromatic ring.
Values run as follows: HSF1 activator	GSK3 alpha inh	Platelet DG rel	HSP90 inh	GSK3beta inhib	DYRK1A inh	HSF1 inh	HDAC3 inh	AI-2 QS modul	PolyA inh
44	COc1ccc2[nH]c3c(=O)n(CCCN4CCOCC4)cnc3c2c1
    -70	-2	2	1	1	9	-63*	-37	10	i
53	O=C(NCCc1nc2ccccc2[nH]1)/C(=C/c1ccc2c(c1)OCO2)NC(=O)c1ccccc1Cl
    -2	1	4	3	-5	17	-4	4	12	i
60	Cc1[nH][nH]c(=O)c1C(c1ccc(-c2ccccc2C(=O)O)o1)c1c(C)[nH][nH]c1=O
    20	-1	2	13	0	-3	3	0	32	i

Screening data: PubChem BioAssay, several laboratories

Only part of the results is shown; count on the stated rates, not on these rows.
